p53ts 39C kill: kills p53ts cells at the nonpermissive temperature. H1299-p53A138V viability at 39C, ATP luminescence, 24 h. Potency, µM (highest dose often 46.1 µM), inactives show at the top dose activity change, negative = cell killing, hits mostly cytotoxic. hit rate 1.5% among 130,000; further: nearly all actives have a fitted effect of over 55% in size
p53ts 32C kill: p53ts cell cytotoxicity, permissive temperature | H1299-p53A138V at 32C, ATP luminescence viability, 24 h | hit rate 0.93% among 130,000 | AID 924 | Potency, µM (titrated, usually from 46.1 µM), without a hit: at the top dose activity change, negative = cytotoxicity, most hits filed as cytotoxic;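 further: 0% = DMSO and -100% = full killing by reference compound; nearly all actives have a fitted effect of over 55% in size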
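Viability by ATPlite luminescence after 24 h compound treatment (up to 46 uM) at the permissive 32C. Cells are H1299 carrying p53 A138V. Scale runs from DMSO basal to 100 uM tamoxifen as full kill; AC50 from Hill fits.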
Imprint erasure: genomic imprint erasure induction | hit rate 0.02% among 110,000 | mouse ES Peg3-LacZ reporter, beta-gal luminescence, 40 h | AID 1948 | Potency, µM (titrated, usually from 60.7 µM), inactives show at the highest dose activity change, positive = activation, most hits filed as activators;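 further: 0% = negative control wells on the plate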
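Each well holds 300 Peg3LacZ-Neo (maternal) female ES cells incubated 40 h at 37C, 5% CO2. LacZ is measured by BetaGlo luminescence, with AC50 and maximum efficacy derived from dose-response curves.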
IkB signaling: suppresses IkB signaling in ABC-DLBCL reporter cells; Potency, µM (series often up to 57.1 µM), inactives show top-dose IkBa stabilization activation; ABC-DLBCL IkBa-CBG/CBR dual luciferase ratio, 4 h; response scale: scaled: untreated 0%, proteasome inhibitor 100%; hit rate 0.04% among 110,000; AID 445; active means well fitted curve in the direction sought with a large enough effect in the signal ratio, not every such curve was filed as active; inconclusive means small, poorly fitted or top-dose-only effect, or a change in a side signal; the % refers to the signal ratio;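 further: the direction sought is a rising ratio; 0% = basal untreated cells and 100% = reference inhibitor full response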
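In this assay, an IκBα–CBG68 fusion accumulates when IKK-driven degradation is blocked; native CBR normalizes for cell number. OCI-Ly3 cells were treated 4 h with compound and doxycycline, then green and red light read after Chroma-Glo addition.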
* marks the source's active call; other numbers are inactive results; ? = inconclusive; nt = not tested or not shown; & = joins results of further samples; [ ] = remark or other dose. Unless noted, the call rests on the fitted dose curve; in most records, active means well fitted curve in the direction sought with a large enough effect; inconclusive means small, poorly fitted or top-dose-only effect, or another doubt; inactive means no such curve, though single readings can be large; an effect the other way counts as inactive or inconclusive. Unless noted, on the % scale 0 is the no-effect control and ±100 the full control effect; potency means the concentration at half of the fitted maximal effect.

molecule	p53ts 39C kill	p53ts 32C kill	Imprint erasure	IkB signaling
COc1cc(Cl)c(S(=O)(=O)NCCc2c(C)[nH]c3c(C)cccc23)cc1Cl	12%	-10%	9%[10.9 µM]	?
COc1ccc(C(=O)CCC(=O)Nc2cc(C)ccc2C)cc1	9%	-4%	-8%[10.9 µM]	2.7%
CC(=O)Nc1ccc(NC(=O)c2c(C)nc3ccccn23)cc1	7%	-3%	-11%	-0.3%
CCCCNC(=O)c1c(-c2ccccc2)c(-c2ccccc2)nn(C)c1=O	-7%	7%	-4%[10.9 µM]	1.4%
Cc1ccc(-c2nc(C)c(CCNC(=O)c3ccco3)s2)cc1	?	7%	-11%[10.9 µM]	-1.3%
COCC(=O)N(Cc1nc2ccccc2c(=O)[nH]1)Cc1cccs1	2%	1%	0%	-0.2%
COc1ccc(S(=O)(=O)N2CCCC(C(=O)Nc3ccc(OC)c(OC)c3)C2)cc1 (stereo not drawn)	-7%	2%	nt	6.2%
CC(C)CCCC(C)C1CCC2C3CC=C4CC(O)CCC4(C)C3CCC12C (stereo not drawn)	-4%	-8%	-4%	nt
CCOC(=O)N1CCN(S(=O)(=O)c2cccs2)CC1	6%	7%	-7%	1.4%
CCc1noc(-c2ccc(NC(C)c3ccccc3)c([N+](=O)[O-])c2)n1 (stereo not drawn)	20%	13%	15%[10.9 µM]	-2.4%
Cc1cccc(NC(=O)Cn2c(=O)oc3cc(S(=O)(=O)NCc4ccccc4)ccc32)c1	-26%	-3%	-12%[10.9 µM]	?
CCOc1ccc(-n2c(SCc3ccc(C(=O)OC)o3)nc3c(c2=O)SCC3)cc1	10%	4%	-11%	1.2%
CCOc1ccc(C2C(=O)N(C3CCCCCC3)CC(=O)N2CCc2ccc(OC)c(OC)c2)cc1OC (stereo not drawn)	-24%	-2%	-14%[10.9 µM]	-0.4%
N#Cc1cccc(NC(=O)N2CCCC3(CCN(C(=O)c4csnn4)CC3)C2)c1	4%	-2%	nt	1.1%[11.4 µM]
CCN(CC)c1ccc(NC(=O)c2[nH]c(C)c(C(C)=O)c2C)c(C)c1	-8%	-2%	-14%	0.2%
COc1ccc(CCNC(=O)c2cnn(-c3ccc(F)cc3)c2C2CCN(C(=O)OC(C)(C)C)CC2)cc1OC	15%	12%	-9%[10.9 µM]	?
CCOc1ccccc1CNS(=O)(=O)c1ccc(-c2coc(C)n2)cc1	?	1%	-3%[10.9 µM]	?
CCOC(=O)Cn1c(=O)n(-c2ccc(Cl)cc2)c2nc(-c3ccc(Cl)cc3)nc(C(N)=O)c21	-17%	6%	-6%[10.9 µM]	0.9%
O=C(OCn1nnc2ccccc2c1=O)C1CCN(S(=O)(=O)c2cccs2)CC1	2%	0%	4%	1.7%
O=C(CCN1C(=O)c2ccccc2Sc2ncccc21)Nc1ccc(F)cc1F	19%	-5%	-16%[10.9 µM]	1.0%
CN1CCC2(CC1)CCN(C(=O)c1cc(C(F)(F)F)cc(C(F)(F)F)c1)CC2	7%	-4%	nt	0.9%[11.4 µM]
COc1ccc(C(CNC(=O)c2ccc3c(c2)C(=O)N(CCC(C)C)C3=O)N2CCOCC2)cc1 (stereo not drawn)	-8%	-3%	-23%	0.6%
CC(C)NC(=O)N1CCC2(CC1)CCN(C(=O)c1ccco1)CC2	-3%	1%	nt	-0.3%[11.4 µM]
Cc1cc(=O)c2c(O)c(O)ccc2o1	-16%	?	-29%	6.0%
Cc1ccc2cc(CN(CC3CCCO3)S(=O)(=O)c3ccccc3)c3nnnn3c2c1 (stereo not drawn)	-21%	14%	nt	nt
Cc1ccc(C)c(N2CCN(C(=O)c3cc4c(=O)n(Cc5cccnc5)ccc4nc3C)CC2)c1	-12%	3%	18%[10.9 µM]	?
CC1CCN(CC(O)COc2ccc(F)cc2)CC1 (stereo not drawn)	-1%	-9%	-6%	-2.0%
CCC1CCCCN1C(=O)CSc1nnc(-c2ccc(Cl)s2)o1 (stereo not drawn)	-16%	-6%	-10%	-0.7%
Cc1cc(C)nc(N2CCC(C(=O)NCCc3ccc(F)cc3)CC2)n1	9%	2%	-8%	-0.3%
NC(=O)C1(N2CCCCC2)CCN(C(=O)Nc2ccc(F)cc2)CC1	7%	9%	2%[10.9 µM]	?
CCn1cc(C(=O)NCc2ccco2)c(=O)c2cc(S(=O)(=O)N3CCC(C)CC3)ccc21	-13%	-15%	-26%	4.1%
COc1ccc(CNC(=O)COC(=O)c2c[nH]c(=O)[nH]c2=O)cc1OC	-1%	4%	23%	-0.4%
COc1ccc(CCNC(=O)CCc2cn(Cc3ccc(C)cc3)c3ccccc23)cc1OC	4%	12%	-17%[10.9 µM]	-2.8%
O=C(NCc1ccccn1)C1CCN(S(=O)(=O)c2ccccc2)CC1	-1%	-15%	-8%	1.4%
CCC(C)NC(=O)c1cc(OC)c(OC)c(OC)c1 (stereo not drawn)	-3%	-1%	-10%	0.1%
Cc1ccc(-c2noc(CCC(=O)NCCN3CCN(Cc4ccccc4)CC3)n2)cc1	-7%	-10%	-20%	0.2%
O=C(CCCN1CCC(c2ccccc2)C1)c1ccc2c(c1)OCCO2 (stereo not drawn)	-11%	-14%	0%	0.9%
CCc1ccccc1NC(=O)c1cnc2scc(C)n2c1=O	-2%	-16%	-14%	-0.3%
Cc1ccc(C(C(=O)NC2CCCC2)N(Cc2ccc3c(c2)OCO3)C(=O)Cc2cccs2)cc1 (stereo not drawn)	2%	-1%	nt	nt
COc1ccccc1OCC(=O)NCC1(N(C)C)CCCCC1	20%	-13%	-12%[10.9 µM]	-0.3%

Fetched by compound from the entries so far, 3 records:
molecule	p53ts 39C kill	p53ts 32C kill	Imprint erasure	IkB signaling
CCc1ccccc1NC(=O)c1cnc2scc(C)n2c1=O	-2%	-16%	-14%	-0.3%
CCn1cc(C(=O)NCc2ccco2)c(=O)c2cc(S(=O)(=O)N3CCC(C)CC3)ccc21	-13%	-15%	-26%	4.1%
COc1ccc(CCNC(=O)CCc2cn(Cc3ccc(C)cc3)c3ccccc23)cc1OC	4%	12%	-17%[10.9 µM]	-2.8%

Later entries.
compound,p53ts 39C kill,p53ts 32C kill,Imprint erasure,IkB signaling
Cc1ccccc1CCNC(=O)C1CCN(c2nc3ccccc3nc2C(F)(F)F)CC1,-6%,-6%,-3%[10.9 µM],-1.7%
Cc1cc(N2CCN(C(=O)c3ccco3)CC2)n2nc(-c3cccc(F)c3)cc2n1,-23%,?,nt,-2.1%
CCc1cccc(-n2nnc(-c3nsc(NC(=O)c4ccc(C)cc4)n3)c2C)c1,7%,2%,16%[10.9 µM],-1.2%
Cn1cnc2c(=O)oc3ccc(S(=O)(=O)N4CCN(c5cccc(Cl)c5)CC4)cc3c21,43%[activator],0%,18%[10.9 µM],-1.0%
COc1ccc(Cl)cc1NC(=O)c1cn(C2CCCC2)c(=O)c2c1c1ccccc1n2C,-11%,8%,11%[10.9 µM],?
CCOc1ccc(NC(=O)Cn2nnc(C(=O)NCc3ccccc3OC)c2N)cc1,-3%,12%,1%,-1.2%
NCCCCN,3%&11%,1%&-6%,6%&15%,-1.2%
O=C(CSc1nc2ccccc2c(=O)n1-c1ccc(Cl)cc1)c1ccco1,-10%,-9%,-8%,3.0%
COC(=O)[C@@H]1C[C@H]2CC[C@H](O)C[C@H]2N1Cc1ccc(-c2ccccc2)cc1,-16%,19%,-7%,nt
O=C(c1ccc(COCC(F)(F)F)o1)N1CCCCCC1,1%,2%,1%,-0.8%
COc1cccc(NC(=O)CSc2nncn2-c2ccccn2)c1,-5%,10%,-3%,1.1%
Cc1nc2cc(-c3ccccc3)nn2c(C)c1CCC(=O)N1CCN(c2ccc(F)cc2)CC1,-9%,7%,?,?
CCn1c(=O)c2c(nc3n2CC(C)CN3CCc2ccccc2)n(C)c1=O (stereo not drawn),13%,13%,-21%,-2.0%
COC(=O)c1ccc(C(NC(=O)OCc2ccccc2)/C(C)=C/[C@@H](C)C(=O)N(C)Cc2cccnc2)cc1 (stereo partly drawn),-10%,-3%,-5%,nt
Cc1ccc(C)c(-n2c(CNC(=O)c3ccco3)nnc2SCC(=O)N2CCc3ccccc32)c1,-1%,-19%,-6%,1.9%
Cc1cccnc1NC(=O)CCCN1C(=O)c2ccccc2C1=O,3%,6%,-4%,0.4%
Cc1ccc(S(=O)(=O)N(CC(O)Cn2c3ccccc3c3ccccc32)c2cccc(C(=O)NCCO)c2)cc1 (stereo not drawn),?,?,-11%[10.9 µM],?
CCCn1c(=O)c2[nH]c(-c3ccccc3)nc2n(CCC)c1=O,-8%,-13%,3%,0.2%
CCCN1CCN(CCCNC(=O)Cn2nc(CC)n3c(cc4occc43)c2=O)CC1,-14%,8%,-3%[10.9 µM],-0.1%
N/C(=N\O)c1ccc(NC(=O)c2ccc(Br)o2)cc1,-4%,3%,-18%,15%
CCOC(=O)c1[nH]c2c(c1Cc1ccccc1OC)C(=O)CC(c1ccc(OCC)cc1)C2 (stereo not drawn),14%,8%,-11%[10.9 µM],?
O=C(Nc1ccccn1)C12CC3CC(C1)CC(C(=O)Nc1ccccn1)(C3)C2,18%,11%,-20%,2.0%
COc1cc(OC)cc(C(=O)NCc2nc(-c3ccccc3)no2)c1,-5%,8%,-13%,-0.6%
O=C(CSc1nc(-c2ccco2)cc(C(F)(F)F)n1)Nc1ccc2c(c1)CCC2,-5%,-12%,-22%,0.4%
CCn1cc(C(=O)N2CCOCC2)c(=O)c2cc(S(=O)(=O)N(C)C)ccc21,-1%,-4%,-1%,-0.2%
O=C(N/N=C/c1cccc(F)c1)NC1CCCCC1,-14%,-1%,nt,nt
COc1ccc(N(CC(=O)Nc2cc(OC)ccc2OC)S(C)(=O)=O)cc1,0%,-8%,4%,0.5%
Nc1nsc2ccccc12,-3%,-6%,-33%[inhibitor],?
COc1ccc(N2CCN(c3oc(COc4ccccc4)nc3C#N)CC2)cc1,5%,3%,nt,7.5%
CS(=O)(=O)Nc1cccc(-c2ccc3ncnc(N4CCOCC4)c3c2)c1,-7%,-6%,-4%,-3.3%[11.4 µM]
CN(C(=O)c1cnccn1)c1nnc(-c2cnccn2)s1,-1%,7%,-11%,-0.3%
CSc1nc(C)cc(-n2cc(F)c(=O)[nH]c2=O)n1,9%,3%,-8%,1.9%
CCc1ccc(NC(=O)CSc2nc(-c3ccccc3)c(C#N)c(=O)[nH]2)cc1,8%,-1%,-6%[10.9 µM],?
Cc1sc2nc(CN3CCCC3)nc(N3CCN(S(=O)(=O)c4cccs4)CC3)c2c1C,-4%,-6%,-12%,1.0%
O=C(O)CCc1ccc(-c2ccccc2)n1CC(=O)Nc1ccccc1C(F)(F)F,-4%,0%,-23%[10.9 µM],0.4%
COC(=O)C1CCN(C(=O)c2cc(OC)c(OC)c(OC)c2)CC1,-6%,7%,1%,1.0%
Cc1cc(Br)ccc1NC(=O)c1c(C)oc2ncnc(N3CCCCC3)c12,-2%,3%,13%[10.9 µM],?
CCOc1ccc(OCC)c(NC(=O)CCc2nc3cccnc3n2Cc2cccs2)c1,-15%,3%,-17%[10.9 µM],?
COc1ccc(C)cc1-n1c(SCC(=O)Nc2cc(C)on2)nc2sc(C)c(C)c2c1=O,-1%,5%,-13%,1.3%
CC(/C=N/N1CCN(c2ccccn2)CC1)=C\c1ccccc1,5%,-9%,nt,nt
COC(=O)c1ccc(C2C(C(=O)Nc3ccccc3)=C(C)Nc3nc4ccccc4n32)cc1 (stereo not drawn),13µM*,?,7%[10.9 µM],?
Cc1ccc(-c2nnc(Nc3cccc(Cl)c3)c3ccccc23)cc1S(=O)(=O)N1CCOCC1,-1%,-3%,-20%[10.9 µM],?
